Bioassay records (PubChem BioAssay)
CHX counter: Cycloheximide Counterscreen for Small Molecule Inhibitors of Shiga Toxin. cell reporter, cycloheximide protein synthesis inhibition counterscreen. max response, %. actives 12% (n = 300,000); in the data active = max response mostly above about 13%, no sharp cut-off; inactive = mostly below about 14%; note: read at 38.3 µM for the half of the compounds with a filed dose; 0% is about no effect
Shiga inhibitor: A qHTS for Small Molecule Inhibitors of Shiga Toxin; Vero cells, Shiga toxin protein synthesis inhibition reporter; actives 9.2% (n = 290,000); inhibition, % at 38.7 µM; in the data active = inhibition mostly above about 28%, no sharp cut-off; inactive = mostly below about 43%; note: 0% is about no effect
LmPK inh: qHTS Assay for Inhibitors of Leishmania Mexicana Pyruvate Kinase (LmPK); actives 0.37% (n = 290,000); Potency, µM (highest dose often 57.5 µM), inactives show at the highest dose activity change, negative = inhibition, most hits filed as inhibitors; purified LmPK, Kinase-Glo ATP luminescence, 1 h; AID 1721, 2009; note: potency is the fitted concentration of half-maximal effect; % is set by controls: 0 for no effect and ±100 for the full control effect
Target sequence (Q27686 whole entry, looked up): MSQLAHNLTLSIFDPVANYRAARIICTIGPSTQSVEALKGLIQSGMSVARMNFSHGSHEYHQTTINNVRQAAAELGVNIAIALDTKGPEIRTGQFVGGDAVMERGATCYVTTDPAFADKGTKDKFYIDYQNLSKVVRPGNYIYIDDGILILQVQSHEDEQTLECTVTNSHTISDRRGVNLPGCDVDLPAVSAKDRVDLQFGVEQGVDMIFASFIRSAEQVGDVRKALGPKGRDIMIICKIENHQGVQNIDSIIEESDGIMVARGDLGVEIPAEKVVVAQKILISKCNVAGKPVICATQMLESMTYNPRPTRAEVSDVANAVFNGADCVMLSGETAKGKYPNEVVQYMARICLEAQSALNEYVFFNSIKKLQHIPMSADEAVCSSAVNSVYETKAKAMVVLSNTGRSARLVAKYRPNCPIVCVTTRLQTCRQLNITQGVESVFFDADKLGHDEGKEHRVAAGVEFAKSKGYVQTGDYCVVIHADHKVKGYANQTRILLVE
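Purified LmPK (0.1 nM) with 0.5 mM PEP and 0.1 mM ADP in imidazole buffer pH 7.2 with MgCl2/KCl, 1 h at room temperature. ATP formed was read by luciferase luminescence and normalized to no-enzyme and uninhibited controls.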
TbPYK inhibitor: qHTS of Trypanosoma Brucei Inhibitors; pyruvate kinase (Trypanosoma brucei), Q57TT1; TbPYK enzyme, Kinase-Glo Plus ATP luminescence, 45 min; Potency, µM (doses to about 76.8 µM), for the others: at the top dose activity, negative = inhibition, most hits filed as inhibitors; actives 0.12% (n = 410,000); note: potency is the fitted concentration of half-maximal effect; % is set by controls: 0 for no effect and ±100 for the full control effect; nearly all actives have a fitted effect of over 50% in size
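Assay buffer: 50 mM TEA pH 7.2, 100 mM KCl, 10 mM MgCl2, 0.05% BSA, 0.01% Tween-20. Pyruvate kinase from T. brucei plus substrate met compound, then ADP (130 uM final). Luminescence was read post 45 min RT.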
Pf growth 48h: Primary qHTS for delayed death inhibitors of the malarial parasite plastid, 48 hour incubation. Potency, µM (titrated, usually from 28.7 µM), without a hit: at the top dose activity change, negative = inhibition, most hits filed as inhibitors. P. falciparum luciferase growth in erythrocytes, 48 h. actives 5.9% (n = 310,000); note: potency is the fitted concentration of half-maximal effect; % is set by controls: 0 for no effect and ±100 for the full control effect
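First compound was added to culture medium, then infected red cells at 0.1% parasitemia and 2% hematocrit (final). After incubation at 37 C under 5% CO2, luciferase detection reagent was dispensed and light output recorded.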
Pf growth 96h: Primary qHTS for delayed death inhibitors of the malarial parasite plastid, 96 hour incubation; P. falciparum luciferase reporter growth, 96 h; AID 504834, 2011; actives 6.9% (n = 320,000); Potency, µM (top dose mostly 28.7 µM), inactives show at the top dose activity change, negative = inhibition, usual class: inhibitors; note: potency is the fitted concentration of half-maximal effect; % is set by controls: 0 for no effect and ±100 for the full control effect
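Infected RBCs, 2% Hct / 0.05% parasitemia final; luciferase-reporter P. falciparum; cpd 96 h, 37 C, 5% CO2; luciferase detection reagent; luminescence.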
AmpC no deterg: qHTS Inhibitors of AmpC Beta-Lactamase (assay without detergent); P00811; AmpC nitrocefin hydrolysis, absorbance 480 nm, 0.0001% Triton; Potency, µM (doses to about 57.1 µM), inactives show at the top dose activity change, negative = inhibition, usual class: inhibitors; actives 0.52% (n = 330,000); AID 485341, 2010;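 note: potency is the fitted concentration of half-maximal effect; plate controls were no compound for no effect and no enzyme for full effect; nearly all actives have a fitted effect of over 20% in size; some results filed as inactive show a strong effect at the top dose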
Target sequence (P00811 whole entry, looked up): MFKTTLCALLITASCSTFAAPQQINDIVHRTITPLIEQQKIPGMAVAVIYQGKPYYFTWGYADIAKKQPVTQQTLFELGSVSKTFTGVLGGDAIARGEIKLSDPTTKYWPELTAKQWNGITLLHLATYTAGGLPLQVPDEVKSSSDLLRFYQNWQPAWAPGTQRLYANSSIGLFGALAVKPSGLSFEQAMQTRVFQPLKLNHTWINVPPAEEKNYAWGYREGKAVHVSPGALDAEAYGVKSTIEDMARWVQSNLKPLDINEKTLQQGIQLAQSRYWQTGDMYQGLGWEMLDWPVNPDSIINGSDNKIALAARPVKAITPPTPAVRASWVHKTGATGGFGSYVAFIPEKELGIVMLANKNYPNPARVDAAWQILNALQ
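AmpC (5.3 nM in the dispensed reagent) in 20 mM phosphate pH 7.0 with 0.01% (detergent screen) or 0.0001% Triton X-100 was preincubated with compounds for 15 min at room temperature. Nitrocefin was then added from an 800 uM solution, and hydrolysis was followed at 480 nm.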
Starred values were filed as active, the others as inactive; ? = inconclusive; / = not tested or not shown; + = active, no number; [ ] = another dose, or the depositor's remark. Unless noted, calls come from the whole dose curve; as a rule, active = well fitted curve in the direction sought with a large enough effect; inconclusive = small, poorly fitted or top-dose-only effect, or another doubt; inactive = no such curve, though single readings can be large; an effect the other way counts as inactive or inconclusive.

No. | structure | Pf growth 96h | CHX counter | AmpC no deterg | Pf growth 48h
1 | O=C(O)Cc1ccc2c(c1)N(S(=O)(=O)c1cccs1)CC(C(=O)O)O2 (stereo not drawn) | 25% | -5 | -9% | 14%
2 | COc1ccc(C(=O)N2CCCC(CCC(=O)NCc3ccc(F)c(F)c3)C2)cc1F (stereo not drawn) | -20% | 14 | 96%[activator] | -12%
3 | O=C(N=C1SC2CS(=O)(=O)CC2N1c1cc(Cl)ccc1Cl)C1CCCO1 (stereo not drawn) | 50%[activator] | 7 | 1% | 50%[activator]
4 | Cc1c([N+](=O)[O-])c(C(=O)N2CCCC2)nn1C | 37%[activator] | -3 | -10% | 30%[activator]
5 | CCCCn1c(N)c(N(CCOC)C(=O)C2CCN(S(=O)(=O)c3ccc(C)cc3)CC2)c(=O)[nH]c1=O | -11% | / | 91%[activator] | 9%
6 | CCOC(=O)c1c(-c2ccc(Cl)cc2)cn2ccccc12 | ? | 9 | -25% | ?
7 | CCc1nc2ccc(C(=O)Nc3cccc(C(C)=O)c3)cc2nc1CC | ? | 11 | 7% | -14%
8 | CCOC(=O)c1c(-c2ccccc2)csc1NC(=O)c1cc2ccccc2oc1=O | 13µM* | -4 | -49% | 12%
9 | O=C1c2ccccc2C(O)(Cc2ccccc2)N1c1ccc2c(c1)OCO2 (stereo not drawn) | 217%[activator] | -1 | -7% | ?
10 | O=CN1CCN(C(=O)Cc2ccc([N+](=O)[O-])cc2)CC1 | 60%[activator] | -3 | -13% | -5%
11 | COc1ccc(OC)c(NC(=O)CCN2CCN(C/C=C/c3ccccc3)CC2)c1 | ? | -3 | 98%[activator] | -12%
12 | CCOC(=O)C1CCN(C(=O)/C=C/c2ccccc2OC)CC1 | -14% | 6 | 1% | /
13 | Cc1noc(C)c1CS(=O)(=O)c1ccc([N+](=O)[O-])cc1 | ? | -1 | -16% | 10%
14 | CCOCCn1c(=O)c2c(nc3n2CCN3c2ccc(C)c(C)c2)n(C)c1=O | 6% | / | -13% | 9%
15 | NC(=O)c1c(NC(=O)COC(=O)c2ccc(S(=O)(=O)Nc3ccccc3)cc2)sc2c1CCCC2 | -23%[5.75 µM] | -1 | ? | 15%

No. | TbPYK inhibitor | Shiga inhibitor | LmPK inh
1 | 3% | -6 | 1%
2 | -14% | 29 | 1%
3 | -10% | 10 | -3%
4 | -19% | -15 | -5%
5 | -6% | / | /
6 | -4% | -6 | -1%
7 | -4% | 20 | 1%
8 | -6% | -3 | 5%
9 | -8% | -1 | 5%
10 | -5% | -4 | 3%
11 | 1% | -6 | 3%
12 | 3% | 3 | -6%
13 | -4% | -17 | -6%
14 | -17% | / | /
15 | 4% | -6 | 2%

Remaining list, next part
No. | structure | Pf growth 96h | CHX counter | AmpC no deterg | Pf growth 48h
16 | Cc1ccccc1NS(=O)(=O)c1ccc(-c2ccc(=O)[nH]n2)o1 | 13µM* | -7 | 0% | 2%
17 | CC(=O)NS(=O)(=O)c1ccc(NC(=O)c2ccccn2)cc1 | 30% | -1 | -10% | -13%
18 | CCN1CCCC1CN=Cc1c(O)n(-c2ccccc2)c(=O)c2ccccc12 (stereo not drawn) | 5%[5.75 µM] | -1 | 4% | 3.7µM*
19 | CC(C)C(=O)Nc1c(-c2cccs2)c(=O)c2ccccc2n1C | / | -2 | -7% | 8%
20 | COc1cccc(S(=O)(=O)Nc2noc3ccccc23)c1 | ? | 1 | -5% | 18%
21 | COc1cc(OC)cc(C(=O)N2CCC(C(=O)NCCc3ccccc3)CC2)c1 | 126%[activator] | 24* | 51% | 2%
22 | Cc1nonc1NC(=O)CSc1nnc(-c2ccoc2C)n1-c1cccc(Cl)c1 | 11% | 2 | -7% | ?
23 | O=C(CSc1nc2ccccc2n1CCc1ccccc1)NC1CC1 | ? | -5 | 6% | -6%
24 | O=S(=O)(Cc1nnnn1-c1ccccc1)c1ccc(F)cc1 | -9% | 0 | -8% | 0%
25 | Cc1ccc(/C=N/NC(=O)c2csc(C)c2)o1 | ? | 23* | -25% | -26%
26 | CCN(CC)c1ccc(S(=O)(=O)N2CCOCC2)cc1NC(=O)CSC(=S)N1CCCC1 | 10µM* | -1 | 67%[activator] | ?
27 | Cc1cc(C)n(-c2nc3ccccc3n3nnnc23)n1 | / | 17 | -5% | 16%
28 | COc1cc(/C=C/C(=O)O)cc2c1OCCO2 | 15% | 1 | -12% | 10%
29 | O=C(NCc1cccc(C(F)(F)F)c1)C1CC(c2ccc(C(F)(F)F)cc2)=NO1 (stereo not drawn) | 26% | -2 | 24% | 33%[activator]
30 | CCOC(=O)N1CCN(C(=O)CSc2nnc(Cn3c(=O)sc4ccccc43)n2C)CC1 | -15% | -3 | -4% | -10%

No. | TbPYK inhibitor | Shiga inhibitor | LmPK inh
16 | -5% | -8 | -1%
17 | 3% | 11 | 3%
18 | 3% | 11 | 2%
19 | 3% | -1 | 3%
20 | -7% | 1 | -2%
21 | 4% | / | 1%
22 | -2% | 16 | 3%
23 | -4% | -14 | -1%
24 | 1% | -3 | -2%
25 | -1% | + | -1%
26 | 7% | 15 | 1%
27 | 8% | 8 | -12%
28 | 1% | -7 | 10%
29 | -1% | -12 | 1%
30 | -3% | -3 | 8%

Next records:
No. | structure | Pf growth 96h | CHX counter | AmpC no deterg | Pf growth 48h
31 | COC(=O)c1c(C(=O)OC)c2ccccn2c1C(=O)c1ccc([N+](=O)[O-])cc1 | -20% | -2 | -11% | -23%
32 | CCN(CC)C(=O)c1c(Cl)nc(C)c([N+](=O)[O-])c1C | ? | -4 | -10% | -1%
33 | O=C(O)c1ccc(NC(=O)c2ccccc2Br)c(NC(=O)c2ccccc2Br)c1 | ? | -3 | -22% | -15%
34 | CC(C(=O)NC1CCCCCC1)n1cc([N+](=O)[O-])cn1 (stereo not drawn) | ? | -10 | -7% | 13%
35 | CCc1cc2c(=O)c(-c3cnn(-c4ccccc4)c3)c(C)oc2c(CN2CCCCC2)c1O | 47%[activator] | 14 | 51% | 15µM*
36 | COc1ccc(CN2CCC(N(CCc3ccccc3)Cc3ccccc3)CC2)c(OC)c1 | 136%[activator] | -4 | 82%[activator] | ?
37 | O=C(O)C1CSC(CCc2ccccc2)N1 (stereo not drawn) | 12% | -1 | -10% | 26%
38 | COc1ccc(CNC(=O)CN2C(=O)COc3ccc(S(=O)(=O)N4CCCC4)cc32)cc1 | -8% | -2 | -22% | 10%
39 | O=C(N/N=C/c1c[nH]c2ccc(Br)cc12)c1ccn(Cc2ccc(Cl)cc2Cl)n1 | 71%[activator] | -4 | -30% | ?
40 | COc1ccc(Cc2nc(C(=O)NCc3ccccc3OC)cs2)cc1 | -1% | -3 | -10% | ?
41 | Cc1cccc(/C(N)=N/OC(=O)Cc2cccc3ccccc23)c1 | ? | 20* | -15% | -25%
42 | COc1ccc(C(=O)N2CCN(c3cccc(Cl)c3)CC2)c(OC)c1 | 67%[activator] | 1 | 74%[activator] | -23%
43 | CC(C)CSc1ncc(-c2cccc(C(F)(F)F)c2)cn1 | 71%[activator] | 1 | -13% | -8%
44 | C/C(=N\NC(=O)c1cc(-c2cccc([N+](=O)[O-])c2)n[nH]1)c1ccc(F)cc1 | 81%[activator] | -2 | -38% | 60%[activator]
45 | O=C(NCc1ccccn1)C(=O)NCc1ccccn1 | -4% | 6 | -21% | 42%[activator]

No. | TbPYK inhibitor | Shiga inhibitor | LmPK inh
31 | -12% | -7 | 4%
32 | -3% | -13 | -5%
33 | -3% | -13 | 1%
34 | 7% | 3 | 6%
35 | 9% | 11 | 4%
36 | -11% | -15 | 2%
37 | 6% | 6 | -6%
38 | 6% | 13 | 1%
39 | -6% | -17 | 2%
40 | -1% | 1 | 0%
41 | 1% | 28 | 1%
42 | 0% | -8 | 6%
43 | 6% | 19 | 0%
44 | -5% | -8 | 0%
45 | -7% | 10 | 1%

An excerpt of these results, with values under each structure:
Values in the order: Pf growth 96h	CHX counter	AmpC no deterg	Pf growth 48h	TbPYK inhibitor	Shiga inhibitor	LmPK inh
#28 COc1cc(/C=C/C(=O)O)cc2c1OCCO2
  15%	1	-12%	10%	1%	-7	10%
#29 O=C(NCc1cccc(C(F)(F)F)c1)C1CC(c2ccc(C(F)(F)F)cc2)=NO1 (stereo not drawn)
  26%	-2	24%	33%[activator]	-1%	-12	1%
#30 CCOC(=O)N1CCN(C(=O)CSc2nnc(Cn3c(=O)sc4ccccc43)n2C)CC1
  -15%	-3	-4%	-10%	-3%	-3	8%
#31 COC(=O)c1c(C(=O)OC)c2ccccn2c1C(=O)c1ccc([N+](=O)[O-])cc1
  -20%	-2	-11%	-23%	-12%	-7	4%

Retrieved one by one from above, 2 records:
No. | structure | Pf growth 96h | CHX counter | AmpC no deterg | Pf growth 48h
31 | COC(=O)c1c(C(=O)OC)c2ccccn2c1C(=O)c1ccc([N+](=O)[O-])cc1 | -20% | -2 | -11% | -23%
22 | Cc1nonc1NC(=O)CSc1nnc(-c2ccoc2C)n1-c1cccc(Cl)c1 | 11% | 2 | -7% | ?

No. | TbPYK inhibitor | Shiga inhibitor | LmPK inh
31 | -12% | -7 | 4%
22 | -2% | 16 | 3%

Later entries:
No. | structure | Pf growth 96h | CHX counter | AmpC no deterg | Pf growth 48h
46 | O=C(N/N=C/c1cccc(Oc2ccccc2)c1)c1cccc(Br)c1 | 0% | 23 | -41% | ?
47 | COCCn1nnnc1C(c1ccc(OC)c(OC)c1)N1CCN(c2nc3ccccc3s2)CC1 (stereo not drawn) | 2.9µM* | -2 | 208%[activator] | 13µM*
48 | Cc1nn(-c2ccc(F)cc2)c2nc(N)c(C#N)c(-c3cccs3)c12 | ? | -1 | -42% | ?
49 | CCc1ccccc1NC(=O)N1CCc2ccccc21 | -2% | 16* | -17% | 21%
50 | COC(=O)c1ccc(-n2nnnc2SCC(=O)Nc2ccccc2OC)cc1 | / | -2 | -20% | 10%
51 | OC(c1ccc(F)cc1)(C1CCCCC1)C(CN1CCOCC1)c1ccccc1 (stereo not drawn) | ? | -2 | 88%[activator] | ?
52 | Clc1ccc(-c2nnc(-c3ccco3)nc2N2CCCCC2)cc1 | ? | -2 | -39% | 4%
53 | Cc1cc(Nc2ccccc2)nn1C(=O)c1ccc(Br)cc1 | / | 2 | -21% | 15%
54 | O=C(NCCc1ccc(C(F)(F)F)cc1)C1CCC(=O)N(C2CC2)C1 (stereo not drawn) | 18% | -1 | 5% | -5%
55 | Cc1cc(C)c(C(=O)CSc2n[nH]c(=O)n2C2CC2)cc1C | 0% | -3 | 0% | 11%

No. | TbPYK inhibitor | Shiga inhibitor | LmPK inh
46 | 2% | 61 | -11%
47 | -10% | -19 | 5%
48 | -7% | -1 | -5%
49 | 4% | 53* | 4%
50 | -14% | 37 | 7%
51 | -4% | / | 12%
52 | ? | -3 | -2%
53 | -8% | -7 | 0%
54 | 2% | -5 | -2%
55 | -7% | -24 | 0%
